Epigenetic reg: Quantitative High-Throughput Screen for Regulators of Epigenetic Control | murine LDR cells, GFP reporter derepression, 30 h | Potency, µM (series often up to 53.9 µM), without a hit: at the highest dose GFP activation, actives largely listed as activators | 280,000 compounds, 0.2% hits | AID 1865, 2009; active = well fitted activation curve with a large enough effect; inconclusive = small, poorly fitted or top-dose-only effect; note: % of control where 0% means no effect; nearly all actives have a fitted effect of over 60% in size
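In this reporter-derepression format, murine cells bearing a silenced integrated CMV-GFP locus incubate with test compound (30 h, 37 C), then are washed and imaged; fluorescent objects of 20–120 um count as induced cells.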
* marks the source's active call; other numbers are inactive results; ? = inconclusive. Potency is the fitted concentration of half-maximal effect. Some of the compounds tested; the hit share may differ from the screen's.

molecule,Epigenetic reg
O=C(Nc1ccc2nc(SCC(=O)N3CCc4ccccc43)sc2c1)c1cccc(Cl)c1,0.0%
Cc1ccc(-c2cc(C(=O)NCCc3ccccc3)c3c(-c4ccc(C)cc4)[nH]nc3n2)cc1,2.6%
CCN(CC)c1cc2c(cc1F)c(=O)c(S(=O)(=O)c1ccccc1)cn2C,-1.1%
CCC(Sc1nnc(-c2ccc(OC)cc2)c(-c2ccc(OC)cc2)n1)C(=O)NC1CCCCC1 (stereo not drawn),?
CCOC(=O)CSc1nc2ccc(NC(=O)c3cccc(F)c3)cc2s1,-2.4%
Cc1nn(C)c2c1c(-c1ccccc1)cc(=O)n2Cc1c(F)cccc1Cl,0.0%
CC(=O)c1ccc(N2CCN(S(=O)(=O)c3ccc4[nH]c5c(c4c3)CCCC5)CC2)cc1,0.8%
CCc1cccc(C)c1NC(=O)c1cc(CN2CCCC2)on1,0.8%
COc1ccccc1NC(=O)c1cnc(SCC(=O)N2CCCc3ccccc32)n(C)c1=O,?
O=C(Nc1ccc(C(F)(F)F)cc1)c1cc(S(=O)(=O)N2CCCc3ccccc32)ccc1F,1.6%
CCOc1ccc(OCC)c(NC(=O)CN(C)S(=O)(=O)c2ccc3[nH]c(=O)oc3c2)c1,0.0%
CC(=O)c1cccc(NC(=O)c2nc(-c3ccccc3)n(-c3ccccc3C)n2)c1,-3.3%
Cc1cc(C)cc(NC(=O)CSc2nc(-c3cccc(Cl)c3)nc3c2Cc2c(CO)cnc(C)c2O3)c1,-3.5%
Cn1nnc2c(N3CCN(c4cccc(C(F)(F)F)c4)CC3)ncnc21,-6.9%
COc1ccc(NCc2nnc3n2CCCCC3)c(OC)c1,-1.9%
COC(=O)c1ccc(OC)c(CN2CCCN(Cc3ccc(C)cc3)S2(=O)=O)c1,1.6%
CCn1c(/C(C#N)=C/c2ccccc2Cl)nc2ccccc21,2.3%
O=C(Cn1ccc2cc(S(=O)(=O)N3CCCCCC3)ccc21)NCc1cccc(Cl)c1,-1.1%
Brc1ccc(-c2nc(N3CCN(c4ccccc4)CC3)c3ccccc3n2)cc1,-1.7%
COc1ccc(CCNC(=O)C(CC(C)C)N2Cc3ccccc3C2=O)c(OC)c1OC (stereo not drawn),-0.4%
Cc1ccc(-c2nc(SCc3ccc(Br)cc3)n3[nH]c(=O)cc3n2)cc1,3.3%
O=C(NCCc1ccc(Cl)cc1)c1ccc(CSCc2ccccc2Cl)o1,7.8%
CCS(=O)(=O)n1nc(-c2ccco2)nc1NCc1ccc(C(C)C)cc1,-2.4%
CCOc1ccccc1CNC(=O)CCc1c(C)nn(-c2ccc(N3CCCCC3)nn2)c1C,2.3%
O=C(CCn1cnc2onc(-c3ccc(F)cc3)c2c1=O)Nc1cccc(C(F)(F)F)c1,-1.3%
Fc1ccccc1N1CCN(c2ncc3c(n2)CCN(Cc2cc(Br)cs2)C3)CC1,-0.7%
Cc1cc(C)cc(C(=O)NCCc2csc(-c3ccc(C(F)(F)F)cc3)n2)c1,3.6%
CCn1c(SCc2ccccc2C)nc(=O)c2c(C(=O)OC)cc(C3CC3)nc21,0.6%
Cc1ccc(CNC(=O)c2ccc3oc(=O)n(Cc4ccccc4)c3c2)cc1,-1.4%
CCc1ccc(NC(=O)C(=O)NCC(c2cccnc2)N2CCN(c3ccc(F)cc3)CC2)cc1 (stereo not drawn),-2.2%
CCCSCCCNC(=O)c1ccc2nc(Cc3ccccc3)oc2c1,0.0%
COc1ccc(OC)c(C2C(C(=O)Nc3ccc(C)cc3)=C(C)Nc3nnnn32)c1 (stereo not drawn),0.0%

Quoted from the listing:
Epigenetic reg, `Cc1cc(C)cc(C(=O)NCCc2csc(-c3ccc(C(F)(F)F)cc3)n2)c1` → 3.6%
Epigenetic reg, `CCc1ccc(NC(=O)C(=O)NCC(c2cccnc2)N2CCN(c3ccc(F)cc3)CC2)cc1` (stereo not drawn) → -2.2%
Epigenetic reg, `Fc1ccccc1N1CCN(c2ncc3c(n2)CCN(Cc2cc(Br)cs2)C3)CC1` → -0.7%
Epigenetic reg, `Cc1ccc(CNC(=O)c2ccc3oc(=O)n(Cc4ccccc4)c3c2)cc1` → -1.4%
Epigenetic reg, `COc1ccc(OC)c(C2C(C(=O)Nc3ccc(C)cc3)=C(C)Nc3nnnn32)c1` (stereo not drawn) → 0.0%
Epigenetic reg, `O=C(CCn1cnc2onc(-c3ccc(F)cc3)c2c1=O)Nc1cccc(C(F)(F)F)c1` → -1.3%
Epigenetic reg, `CCCSCCCNC(=O)c1ccc2nc(Cc3ccccc3)oc2c1` → 0.0%

(listing goes on)
molecule,Epigenetic reg
CN(C)c1ccc(CNC(=O)Cn2ccc3cc(S(=O)(=O)N4CCCCCC4)ccc32)cc1,2.8%
Cc1ccc(NC(=O)Nc2nnc(N(C)C3CCCCC3)s2)c(Cl)c1,4.3%
O=C(Nc1nnc(S(=O)(=O)N2CCCCCC2)s1)c1ccccc1Cl,0.0%
COc1ccc(CNC(=O)CCS(=O)(=O)c2cc3c4c(c2)CCN4C(=O)CC3)cc1OC,-2.5%
Cc1c(C(=O)NCCc2ccccc2)cccc1-n1cnc2cccnc21,-0.4%
CC(=O)N1c2ccc(S(=O)(=O)NCCC(=O)Nc3ccc(Br)c(C)c3)cc2CC1C (stereo not drawn),6.9%
Cc1ccc(-c2nc3sc(CCNC(=O)c4ccc(F)c(F)c4)c(C)n3n2)cc1,4.1%
COc1cc(OC)cc(C(=O)Nc2nnc3n2CCS3)c1,1.4%
CCOc1ccc(C2C(=O)N(C3CCCCCC3)CC(=O)N2Cc2ccc(F)cc2)cc1OC (stereo not drawn),2.4%
Cc1cc(C(=O)Nc2cccc(C(F)(F)F)c2)c2c(C)nn(-c3cccc(F)c3)c2n1,-1.3%
CC(=O)c1ccc(N2CCN(c3ncnc4c3nc3n4CCCC3)CC2)cc1,-1.2%
CC1Cn2cc(C(=O)Nc3cccc(C(F)(F)F)c3)c(=O)c3c(Cl)ccc(c32)O1 (stereo not drawn),0.0%
Oc1c(C(c2ccc(F)cc2)N2CCN(Cc3ccccc3)CC2)sc2nc(-c3ccco3)nn12 (stereo not drawn),3.4%
COc1ccc(OC)c(CNS(=O)(=O)c2ccc(-c3coc(C)n3)cc2)c1,0.0%
O=C1CC(c2ccccc2)Cc2[nH]c(=O)c(C(=O)Nc3cccc(Cl)c3)cc21 (stereo not drawn),12.4%
Cc1ccc(C2CCN(C(=O)Nc3ccc(Cl)c(Cl)c3)C2)cc1 (stereo not drawn),-0.2%
COc1ccccc1CCNC(=O)c1cc2ccccn2n1,?
CCc1nnc(SCc2nc(-c3ccc(OC)c(OC)c3)oc2C)c2cc3sc(C)cc3n12,-2.8%
CC1=C(C(=O)NCc2ccc(Cl)cc2)C2(CCCCC2)OC1=O,0.5%
CC(C)Cn1cc(NC(=O)N2CCN(c3cccc(Cl)c3)CC2)c2ccccc2c1=O,-1.3%
COc1cc(-c2noc(-c3cc4cc(F)ccc4oc3=O)n2)cc(OC)c1OC,0.7%
CC(C)(C)OC(=O)N1CCC(c2c(C(=O)NCCc3ccccc3)cnn2-c2ccc(F)cc2F)CC1,0.0%
Cc1c(Cl)cccc1-n1ncc(C(=O)N2CCN(C)CC2)c1C1CCN(C(=O)OC(C)(C)C)CC1,-1.3%
COc1ccc(Nc2ccc3cc(S(=O)(=O)N4CCCC4)ccc3n2)cc1OC,-2.1%
CCc1ccc(NC(=O)CSc2nc3ccsc3c(=O)n2C(C)CC)cc1 (stereo not drawn),-1.3%
Cc1ccc(Cn2ccnc2SCC(=O)Nc2ccc3c(c2)OCCO3)cc1,0.0%
Cc1cccc(NC(=O)c2sc(-n3nc(C)c(Cc4ccc5c(c4)OCO5)c3C)nc2C)c1C,2.4%
O=C(COCc1cc(-c2ccco2)on1)Nc1cccc(Cl)c1Cl,-1.2%
Cc1ccc2scc(N3CCCCC3)c(=O)c2c1,0.0%
Cc1ccc(-c2onc(C)c2C)cc1S(=O)(=O)Nc1ccccn1,0.7%
Cc1ccc(NC(=O)CSc2ncccc2C(=O)Oc2ccccc2Cl)cc1Cl,5.1%
CNS(=O)(=O)c1cn(CC(=O)Nc2ccc(OC)cc2OC)cc1S(=O)(=O)NC,-3.8%
Cn1ncc2c(Nc3cccc(C#N)c3)ncnc21,-3.0%
COc1ccc(N2CCN(C(=O)c3cc(S(=O)(=O)N4CCCCCC4)cn3C)CC2)cc1,-1.7%
CSc1ncc(C(=O)NCc2cccc(Br)c2)c(-c2ccccc2)n1,-2.3%
COC(=O)c1ccc(OCC(O)Cn2cnc3cc(C)c(C)cc32)cc1 (stereo not drawn),1.2%
CCCn1c(=O)c2sccc2n2c(CCCC(=O)N3CCN(c4cccc(Cl)c4)CC3)nnc12,-2.6%
CCCN(CCC)CCCNC(=O)Cn1cnc2onc(-c3ccc(F)cc3)c2c1=O,-1.3%
Cn1c(-n2cccc2)c(-c2c(-c3ccc(F)cc3)[nH]c3c2c(=O)[nH]c(=O)n3C)c(=O)[nH]c1=O,-2.2%
CCOc1ccccc1CNC(=O)CN1C(=O)C2CCCCN2c2ccc(C(=O)N(C)C)cc21 (stereo not drawn),-0.9%
O=C(C1CCN(c2ncnc3c2nc2n3CCCCC2)CC1)N1CCN(c2cccc(Cl)c2)CC1,-0.4%
COc1cccc([C@@H]2Nc3ccc(C(=O)O)cc3[C@@H]3C=CC[C@@H]32)c1OC,3.2%
O=C(COc1ccccc1Cl)OCc1cc(=O)n2nc(C3CCCCC3)sc2n1,2.5%
Cc1nc2cccnc2n1C1CCN(S(=O)(=O)N(C)C)CC1,-0.9%
CCc1nn2c(=O)cc(COC(=O)c3ccccc3NC(=O)COc3ccc(F)cc3)nc2s1,-0.9%
CC(=O)N1CCCc2cc(S(=O)(=O)N3CCCC(C(=O)NCc4ccccc4)C3)ccc21 (stereo not drawn),1.4%
CCCCN(CC)C(=O)CSc1nc2n[nH]c(C)c2c(=N)n1-c1cccc(Cl)c1,-1.1%
Cc1ccc(NS(=O)(=O)c2ccc3c(c2)CC(C)N3C(=O)C2CCC2)cc1Cl (stereo not drawn),-0.4%
COc1ccc(OC)c(C(C)NC(=O)Cn2c(=O)cc(C)c3c(C)nn(-c4ccc(C)cc4)c32)c1 (stereo not drawn),?
O=C1C(c2cccc(Br)c2)N(CCc2ccccc2)C(=O)CN1C1CCCCC1 (stereo not drawn),2.4%
O=C(NCCc1ccccc1)c1cc(Nc2ccccc2)nc2ccccc12,3.0%
COc1ccc(C(=O)c2sc(Nc3ccccc3)nc2N)cc1,-3.7%
O=C(Nc1ccc2nc(SCC(=O)N3CCOCC3)sc2c1)c1cccc(Cl)c1,12.9%
COc1ccccc1N1CCN(C(CNC(=O)C(=O)NCc2ccc(C)cc2)c2cccnc2)CC1 (stereo not drawn),0.0%
CCOC(=O)c1ccc(Nc2c(-c3ccc(OC)cc3)nc3nc[nH]n23)cc1,-0.5%
COc1cc(OC)c(NC(=O)CCn2cnc3onc(-c4ccc(F)cc4)c3c2=O)cc1Cl,2.5%

The list goes on.
molecule,Epigenetic reg
COc1ccc(S(=O)(=O)n2nc(-c3ccco3)nc2NCc2ccc(C(C)C)cc2)cc1,-3.2%
CCc1ccc(CNC(=O)C2CCN(c3nn4cc(-c5ccc(OC)cc5)nc4s3)CC2)cc1,2.3%
CCOC(=O)c1cccc(NC(=O)Nc2ccc3c(c2)N(C)C(=O)c2ccccc2S3)c1,2.7%
Cc1cccc(CNC(=O)c2ccc(N3Cc4ccccc4Oc4ncccc43)s2)c1,-1.1%
COc1ccccc1NC(=O)C1=C(C)Nc2nc(SCc3cc(C)ccc3C)nn2C1c1ccccc1 (stereo not drawn),0.0%
CCOc1ccccc1CNC(=O)CN1C(=O)c2cccnc2Oc2ccc(C)cc21,-1.6%
COc1ccc(CN(C(=O)Nc2cccc(OC)c2)C2CCN(C(C)=O)CC2)cc1,0.0%
COc1ccc(CNC(=O)C2=Cc3cccc(OC)c3OC2)cc1OC,-1.7%

4 of the entries above in order of their number in Epigenetic reg, falling:
molecule,Epigenetic reg
CCc1ccc(CNC(=O)C2CCN(c3nn4cc(-c5ccc(OC)cc5)nc4s3)CC2)cc1,2.3%
COc1ccccc1NC(=O)C1=C(C)Nc2nc(SCc3cc(C)ccc3C)nn2C1c1ccccc1 (stereo not drawn),0.0%
CCOc1ccccc1CNC(=O)CN1C(=O)c2cccnc2Oc2ccc(C)cc21,-1.6%
COc1ccc(S(=O)(=O)n2nc(-c3ccco3)nc2NCc2ccc(C(C)C)cc2)cc1,-3.2%

(continued)
molecule,Epigenetic reg
Cc1cc(-c2ccc(C)c(S(=O)(=O)Nc3ccc(C)c(N(C)C)c3)c2)on1,-3.1%
COc1cc2c(C(=O)N3CCN(c4cccc(C(F)(F)F)c4)CC3)cn(CC(C)C)c(=O)c2cc1OC,-0.2%
Cc1ccc(OCC(=O)Nc2nonc2-c2ccc(Br)cc2)cc1,-1.3%
Cc1cccc(NS(=O)(=O)c2ccc3[nH]c(=O)ccc3c2)c1C,1.4%
Cc1cc(C)cc(-n2c(C)nc3cc(C(=O)NCc4ccccc4Cl)ccc32)c1,0.4%
CCOC(=O)Cc1ccc(NC(=O)NCc2c(-n3cccc3)sc3c2CCCC3)cc1,-4.8%
O=c1c(S(=O)(=O)c2ccccc2)cn(Cc2ccccc2)c2cc(N3CCOCC3)c(F)cc12,0.0%
CN(Cc1ccccc1)c1ccc(-c2nc(-c3ccccn3)no2)cc1[N+](=O)[O-],-3.7%
Cc1ccc(-n2ncc3c(N4CCN(c5ccc(F)cc5)CC4)ncnc32)cc1,2.4%
Cc1c(-c2ccc(Cl)cc2)c(=O)oc2c(CN3CCN(CCO)CC3)c(O)ccc12,-1.8%
Cc1ccc(S(=O)(=O)c2cn(Cc3ccccc3)c3cc(N4CCCC4)c(F)cc3c2=O)c(C)c1,0.0%

High-throughput results (PubChem BioAssay)
